NCI-60 one-dose screen, 48 h, at 10 µM unless noted. Numbers give growth in % (100 = growth as untreated, 0 = no growth, -100 = all killed).
DU-145: DU-145 prostate cancer; AID 1794760; hit rate 4.2% among 81,000
SK-OV-3: SK-OV-3 ovarian cancer cells. hit rate 3.2% among 80,000
OVCAR-4: OVCAR-4 ovarian cancer cells | AID 1794784 | hit rate 3.7% among 80,000
U251: U251 CNS tumor cells; hit rate 5.4% among 80,000
SF-295: SF-295 CNS cancer cells; hit rate 5.6% among 79,000; AID 1794758
OVCAR-8: OVCAR-8 ovarian cancer; hit rate 4.4% among 81,000
OVCAR-3: OVCAR-3 ovarian cancer | hit rate 7% among 79,000 | AID 1794787
OVCAR-5: OVCAR-5 ovarian cancer. AID 1794783. hit rate 2.9% among 82,000
PC-3: PC-3 prostate cancer cells | AID 1794754 | hit rate 3.9% among 80,000
An asterisk follows results filed as active. Rule for the calls: active = growth percent below 10; inactive = the rest. The order is random; about 11% have a hit in one of these screens.

For CCNc1ccccc1 the results were DU-145 120, SK-OV-3 107, OVCAR-4 103, U251 97, SF-295 126, OVCAR-8 91, OVCAR-3 112, OVCAR-5 96 and PC-3 95.
Screening C=C1[C@H](OC(=O)C(C)C)[C@@H](OC(C)=O)[C@@H](OC(=O)c2cccnc2)C(C)(C)/C=C/[C@@H](C)C(=O)[C@@]2(O)C[C@H](C)[C@H](OC(=O)CC)[C@@H]2[C@H]1OC(C)=O returned DU-145 99, SK-OV-3 106, OVCAR-4 126, U251 94, SF-295 71, OVCAR-8 102, OVCAR-3 113, OVCAR-5 97 and PC-3 86.
For O=CN(CCNc1ccccc1)c1ccccc1 the results were DU-145 103, SK-OV-3 104, OVCAR-4 108, U251 98, SF-295 101, OVCAR-8 106, OVCAR-3 108, OVCAR-5 102 and PC-3 109.
`COc1cc(C2C(C(=O)OCc3ccccc3)=C(C)NC(C)=C2C(=O)OCc2ccccc2)cc(OC)c1OC` gave DU-145 54, SK-OV-3 27, OVCAR-4 38, U251 31, SF-295 15, OVCAR-8 34, OVCAR-3 36, OVCAR-5 68 and PC-3 9.9*.
Screening COc1ccccc1/C=C(\C)C(=O)O returned DU-145 111, SK-OV-3 101, OVCAR-4 108, U251 95, SF-295 102, OVCAR-8 94, OVCAR-3 110, OVCAR-5 96 and PC-3 90.
`CCOc1ccc(NC(=O)c2ccccc2-c2ccccc2C(=O)O)cc1` gave DU-145 106, SK-OV-3 109, U251 112, SF-295 115, OVCAR-8 111, OVCAR-3 110, OVCAR-5 99 and PC-3 101.
Screening COC(=O)[C@]12CC[C@@H](C)[C@H](C)[C@@H]1C1=CC[C@@H]3[C@@]4(C)C(C=O)=C[C@@](C)(COC(=O)/C=C/c5ccccc5)[C@@H]4[C@H](O)C[C@@]3(C)[C@]1(C)CC2 returned DU-145 -3.8*, SK-OV-3 19, OVCAR-4 21, U251 2.2*, SF-295 1.1*, OVCAR-8 9.9*, OVCAR-3 -76*, OVCAR-5 7.6* and PC-3 12.
Screening O=C(O)[C@@H]1c2ccccc2-c2ccccc2[C@H]1C(=O)O returned DU-145 115, SK-OV-3 103, OVCAR-4 98, U251 106, SF-295 99, OVCAR-8 78, OVCAR-3 104, OVCAR-5 83 and PC-3 91.
C#CC(C)(C)Nc1ccccc1 was read as DU-145 109, SK-OV-3 111, OVCAR-4 103, U251 93, SF-295 102, OVCAR-8 102, OVCAR-3 113, OVCAR-5 110 and PC-3 101.
Cc1ccc(S(=O)(=O)OCC2CC=CCC2COS(=O)(=O)c2ccc(C)cc2)cc1 (stereo not given) was read as DU-145 93, SK-OV-3 45, OVCAR-4 73, U251 95, SF-295 81, OVCAR-8 92, OVCAR-3 95, OVCAR-5 133 and PC-3 93.
Screening O=C(O)c1ccccc1C(=O)c1cccc2c(Br)cccc12 returned DU-145 113, SK-OV-3 116, OVCAR-4 100, U251 106, SF-295 108, OVCAR-8 99, OVCAR-3 112, OVCAR-5 91 and PC-3 82.
For O=C(c1ccc2ncc(-c3nc(NC4CC4)ncc3F)n2c1)N1CCOCC1 the results were DU-145 11, OVCAR-4 63, U251 29, SF-295 20, OVCAR-8 18, OVCAR-3 -22*, OVCAR-5 9.9* and PC-3 53.
`C/C(=N\Nc1ncc(-c2ccc(Br)cc2)s1)c1cc2ccccc2o1` gave DU-145 113, SK-OV-3 83, OVCAR-4 106, U251 97, SF-295 101, OVCAR-8 96, OVCAR-3 111, OVCAR-5 100 and PC-3 89.
COc1ccc(C2=NN(C(N)=S)C(c3ccc(Cl)cc3)C2)cc1S(N)(=O)=O (stereo not given) was read as DU-145 106, SK-OV-3 112, OVCAR-4 97, U251 88, SF-295 98, OVCAR-8 95, OVCAR-5 113 and PC-3 99.
C=CCn1c(C)nc2ccc(Nc3nc(N4CCCC4)nc4ccccc34)cc21 was read as DU-145 108, SK-OV-3 113, OVCAR-4 92, U251 96, SF-295 90, OVCAR-8 91, OVCAR-3 96, OVCAR-5 109 and PC-3 82.
COc1ccc2c(c1)CN1C(CCC3c4ccccc4NC31)C2 (stereo not given) was read as DU-145 97, SK-OV-3 84, OVCAR-4 89, U251 86, SF-295 86, OVCAR-8 78, OVCAR-3 88, OVCAR-5 90 and PC-3 74.
Screening Cc1ccccc1CC(N)C(=O)O (stereo not given) returned SK-OV-3 104, OVCAR-4 103, U251 102, SF-295 100, OVCAR-8 104, OVCAR-3 104, OVCAR-5 116 and PC-3 90.
For CC(=O)Nc1cc2c3ccccc3ccc2c2ccccc12 the results were DU-145 105, SK-OV-3 100, OVCAR-4 103, U251 93, SF-295 110, OVCAR-8 99, OVCAR-3 102, OVCAR-5 104 and PC-3 91.
Screening COC(=O)c1cc(O)c(=O)c2c(O)c(O)c(OC)cc2c1 returned DU-145 102, SK-OV-3 87, OVCAR-4 99, U251 93, SF-295 105, OVCAR-8 96, OVCAR-3 106, OVCAR-5 92 and PC-3 92.
Screening Cc1ccc(S(=O)(=O)O[C@@H]2C(=O)N(c3cc4c5ccccc5ccc4c4ccccc34)[C@H]2c2ccc(F)cn2)cc1 returned DU-145 111, SK-OV-3 105, OVCAR-4 96, U251 96, SF-295 99, OVCAR-8 100, OVCAR-3 109, OVCAR-5 112 and PC-3 87.
`NC(=S)N/N=C/c1c[nH]c(=O)[nH]c1=O` gave DU-145 106, SK-OV-3 114, OVCAR-4 107, U251 102, SF-295 100, OVCAR-8 108, OVCAR-3 117, OVCAR-5 106 and PC-3 99.
For Cc1nn(-c2ccccc2)c2nc(Cl)c(C=O)c(-c3ccccc3)c12 the results were DU-145 101, SK-OV-3 116, OVCAR-4 102, U251 93, OVCAR-8 100, OVCAR-3 106, OVCAR-5 100 and PC-3 77.
CCN1CCN(c2nc(C)cc(N(CCNc3ccnc4cc(Cl)ccc34)Cc3ccc4c(c3)OCO4)n2)CC1 was read as DU-145 40, SK-OV-3 75, OVCAR-4 34, U251 -45*, SF-295 -63*, OVCAR-8 16, OVCAR-3 21, OVCAR-5 78 and PC-3 51.
Screening COc1ccc2sc(N(Cc3cccnc3)C(=O)c3ccc(C#N)cc3)nc2c1 returned DU-145 94, SK-OV-3 106, OVCAR-4 105, U251 67, SF-295 36, OVCAR-8 81, OVCAR-3 92, OVCAR-5 97 and PC-3 78.

Nothing new here: 2 of the compounds above.
`C/C(=N\Nc1ncc(-c2ccc(Br)cc2)s1)c1cc2ccccc2o1` gave DU-145 113, SK-OV-3 83, OVCAR-4 106, U251 97, SF-295 101, OVCAR-8 96, OVCAR-3 111, OVCAR-5 100 and PC-3 89.
COc1ccc(C2=NN(C(N)=S)C(c3ccc(Cl)cc3)C2)cc1S(N)(=O)=O (stereo not given) was read as DU-145 106, SK-OV-3 112, OVCAR-4 97, U251 88, SF-295 98, OVCAR-8 95, OVCAR-5 113 and PC-3 99.

Remaining list, next part.
For O=c1c2ccccc2c2ccccc2c(=O)n1-c1ccc([N+](=O)[O-])cc1[N+](=O)[O-] the results were DU-145 109, SK-OV-3 97, OVCAR-4 105, U251 105, SF-295 102, OVCAR-8 99, OVCAR-3 115, OVCAR-5 106 and PC-3 95.
Screening CCN(CC)c1ccc(NC(C)=O)c(C)c1 returned DU-145 111, SK-OV-3 106, OVCAR-4 109, U251 93, SF-295 111, OVCAR-8 86, OVCAR-3 118, OVCAR-5 96 and PC-3 94.
`CCOC(=O)CC1C(CNC(=O)NC)OC(n2cnc3c(NC(=O)Nc4ccccc4)ncnc32)C1O[Si](C)(C)C(C)(C)C` (stereo not given) gave DU-145 63, SK-OV-3 94, OVCAR-4 61, U251 34, SF-295 16, OVCAR-8 65, OVCAR-3 80, OVCAR-5 100 and PC-3 47.
`Cn1c(N2N=C(c3ccccc3)CC2c2ccc(Cl)cc2)nc(-c2ccccc2)c(C#N)c1=O` (stereo not given) gave DU-145 87, SK-OV-3 93, OVCAR-4 65, SF-295 94, OVCAR-8 82, OVCAR-3 77, OVCAR-5 94 and PC-3 67.
C#CCOc1ccc2ncnc(Nc3ccc(NC(=O)C=C)cc3)c2c1 was read as DU-145 -30*, SK-OV-3 91, OVCAR-4 35, U251 -23*, SF-295 83, OVCAR-8 0.6*, OVCAR-3 -22*, OVCAR-5 12 and PC-3 3.2*.
For CCCCCSc1c(Cl)c(Cl)c(SCCCCC)c(Cl)c1Cl the results were DU-145 110, SK-OV-3 101, OVCAR-4 98, U251 94, SF-295 109, OVCAR-8 99, OVCAR-3 118 and OVCAR-5 101.
Screening O=C(Nc1nncs1)c1ccncc1 returned DU-145 135, SK-OV-3 117, OVCAR-4 108, U251 101, SF-295 111, OVCAR-8 108, OVCAR-3 156, OVCAR-5 110 and PC-3 91.
For CCN(CC)CC(O)CN1CCN(c2cccc(Cl)c2)CC1 (stereo not given) the results were DU-145 126, SK-OV-3 118, OVCAR-4 124, U251 106, OVCAR-8 129, OVCAR-3 119, OVCAR-5 85 and PC-3 87.
For O=C(NN=C1CCCCC1)c1ccc([N+](=O)[O-])cc1 the results were DU-145 97, SK-OV-3 101, OVCAR-4 95, U251 95, SF-295 99, OVCAR-8 103, OVCAR-3 99, OVCAR-5 108 and PC-3 91.
Screening COc1ccc(C(=O)CSc2nc(Nc3cccc(S(N)(=O)=O)c3)c(C#N)c(-c3cc(OC)ccc3OC)n2)cc1 returned DU-145 101, SK-OV-3 109, OVCAR-4 93, U251 91, SF-295 107, OVCAR-8 98, OVCAR-5 121 and PC-3 91.
COc1ccc(O)c(C(=O)CC(=O)c2ccncc2)c1 was read as DU-145 112, SK-OV-3 107, OVCAR-4 102, U251 119, SF-295 114, OVCAR-8 99, OVCAR-3 118, OVCAR-5 103 and PC-3 92.
`O=C1NC(=O)C2C(=O)NC(=O)C1C21CCc2ccccc21` (stereo not given) gave DU-145 115, SK-OV-3 116, OVCAR-4 105, U251 106, SF-295 102, OVCAR-8 103, OVCAR-3 115, OVCAR-5 110 and PC-3 90.
For NC(=O)CSC1=NC(c2cccc([N+](=O)[O-])c2)c2sc3ccc(Cl)cc3c2N1 (stereo not given) the results were DU-145 115, SK-OV-3 95, OVCAR-4 105, U251 101, SF-295 103, OVCAR-8 105, OVCAR-3 105, OVCAR-5 106 and PC-3 93.
`Cc1ccc(C(=O)Nc2ccc(Oc3cc4cnn(C)c4cc3-c3cn[nH]c3)c(F)c2)c(=O)n1-c1ccc(F)cc1` gave DU-145 57, SK-OV-3 40, OVCAR-4 67, U251 54, SF-295 22, OVCAR-8 43, OVCAR-3 88, OVCAR-5 47 and PC-3 50.
`CC1=C(C(=O)OCc2ccccc2)C(c2sccc2C)NC(=O)N1` (stereo not given) gave DU-145 100, SK-OV-3 122, OVCAR-4 94, U251 110, SF-295 108, OVCAR-8 101, OVCAR-3 119, OVCAR-5 103 and PC-3 102.
Screening Cc1ccc2nc(C)c(-c3nnc(SCc4ccc(F)cc4)o3)n2c1 returned DU-145 100, OVCAR-4 83, U251 79, SF-295 97, OVCAR-8 89, OVCAR-3 100, OVCAR-5 108 and PC-3 95.
O=C(Nc1ccc(Br)cc1)c1ccccc1Cl was read as DU-145 107, SK-OV-3 110, OVCAR-4 94, U251 93, SF-295 89, OVCAR-8 101, OVCAR-3 113, OVCAR-5 101 and PC-3 95.
For COc1cc(-n2cc(C#N)c(N)c2C(=O)c2ccc(Cl)cc2Cl)cc(OC)c1OC the results were DU-145 106, SK-OV-3 96, OVCAR-4 106, U251 104, SF-295 90, OVCAR-8 105, OVCAR-3 119, OVCAR-5 107 and PC-3 103.
Screening O=C(CC1c2ccccc2NC(=O)N1Cc1ccccc1)c1ccc(F)cc1 (stereo not given) returned DU-145 105, SK-OV-3 90, OVCAR-4 87, U251 91, SF-295 90, OVCAR-8 101, OVCAR-3 85, OVCAR-5 100 and PC-3 84.
N#C/C(=C\c1cccc(Cl)c1)C(=O)c1ccccc1 was read as DU-145 112, SK-OV-3 102, OVCAR-4 94, U251 95, SF-295 106, OVCAR-8 96, OVCAR-3 99, OVCAR-5 93 and PC-3 101.
`O=Cc1cn(S(=O)(=O)c2cccc3ccccc23)c2ccccc12` gave DU-145 103, SK-OV-3 109, OVCAR-4 99, U251 85, SF-295 98, OVCAR-8 89, OVCAR-5 99 and PC-3 85.

Molecules listed so far with two or more sulfur atoms:
Cc1ccc(S(=O)(=O)OCC2CC=CCC2COS(=O)(=O)c2ccc(C)cc2)cc1 (stereo not given) was read as DU-145 93, SK-OV-3 45, OVCAR-4 73, U251 95, SF-295 81, OVCAR-8 92, OVCAR-3 95, OVCAR-5 133 and PC-3 93.
COc1ccc(C2=NN(C(N)=S)C(c3ccc(Cl)cc3)C2)cc1S(N)(=O)=O (stereo not given) was read as DU-145 106, SK-OV-3 112, OVCAR-4 97, U251 88, SF-295 98, OVCAR-8 95, OVCAR-5 113 and PC-3 99.
For CCCCCSc1c(Cl)c(Cl)c(SCCCCC)c(Cl)c1Cl the results were DU-145 110, SK-OV-3 101, OVCAR-4 98, U251 94, SF-295 109, OVCAR-8 99, OVCAR-3 118 and OVCAR-5 101.
Screening COc1ccc(C(=O)CSc2nc(Nc3cccc(S(N)(=O)=O)c3)c(C#N)c(-c3cc(OC)ccc3OC)n2)cc1 returned DU-145 101, SK-OV-3 109, OVCAR-4 93, U251 91, SF-295 107, OVCAR-8 98, OVCAR-5 121 and PC-3 91.
For NC(=O)CSC1=NC(c2cccc([N+](=O)[O-])c2)c2sc3ccc(Cl)cc3c2N1 (stereo not given) the results were DU-145 115, SK-OV-3 95, OVCAR-4 105, U251 101, SF-295 103, OVCAR-8 105, OVCAR-3 105, OVCAR-5 106 and PC-3 93.
